PAD4 FP inh: human PAD4 inhibitors, primary screen, biochemical, fluorescence polarization, 1536-well format; recombinant PAD4, RCA probe fluorescence polarization; inhibition, % at 6.36 µM; 330,000 compounds, 0.41% hits; AID 485272, 2010;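 active = percent inhibition above a cutoff equal to the mean of all tested compounds plus 3 SD, cut at about 15% in these data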;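 also: 0% = PAD4 with RCA probe and DMSO and 100% = probe without PAD4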
PREPL inhibitor: PREPL enzyme inhibitors, primary screen, biochemical, fluorescence polarization; recombinant PREPL, fluorescence polarization activity-based probe; Prolyl endopeptidase-like (Homo sapiens), Q4J6C6; 320,000 compounds, 0.68% hits; inhibition, % at 5.96 µM; AID 2751, 2010; in the data active = inhibition above about 43%;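 also: 0% = enzyme with DMSO and 100% = wells lacking enzyme; many of its hits are not listed in these tables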
LYPLA2 inh: LYPLA2 inhibitors, primary screen, counter-screen for PME1 inhibitor project, biochemical, fluorescence polarization, FP-Rh probe ABPP | recombinant LYPLA2 | 320,000 compounds, 0.38% hits | Acyl-protein thioesterase 2 (Homo sapiens), O95372 | inhibition, % at 5.9 µM;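 active = inhibition above the screen-wide mean plus 3 SD, limit set per campaign, cut at about 26% in these data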;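 also: 0% = LYPLA2 with DMSO and 100% = wells lacking LYPLA2 enzyme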
Target sequence (O95372 whole entry, looked up): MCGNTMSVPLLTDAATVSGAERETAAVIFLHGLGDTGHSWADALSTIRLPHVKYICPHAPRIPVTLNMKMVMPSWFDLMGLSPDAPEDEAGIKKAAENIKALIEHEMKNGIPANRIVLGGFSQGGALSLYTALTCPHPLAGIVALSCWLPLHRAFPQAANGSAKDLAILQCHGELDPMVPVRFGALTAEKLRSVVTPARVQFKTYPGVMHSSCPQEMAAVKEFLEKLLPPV
pPAFAH inh: pPAFAH enzyme inhibitors, primary screen, biochemical, fluorescence polarization, human. 330,000 compounds, 1.5% hits. inhibition, % at 3.39 µM. Platelet-activating factor acetylhydrolase (Homo sapiens), Q13093. recombinant pPAFAH, FP-rhodamine probe fluorescence polarization;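 active = inhibition above the mean inhibition across the screen plus 3 SD, cut at about 25% in these data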;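 also: inhibitors block binding of the rhodamine activity-based probe so polarization drops; 0% = enzyme with DMSO and 100% = wells lacking pPAFAH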
PAFAH2 inh: PAFAH2 enzyme inhibitors, primary screen, biochemical, fluorescence polarization, human. Platelet-activating factor acetylhydrolase 2, cytoplasmic (Homo sapiens), Q99487. recombinant PAFAH2, FP-rhodamine activity probe. inhibition, % at 3.39 µM. 340,000 compounds, 0.99% hits. AID 492956, 2010;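 active = inhibition above the mean over all tested compounds plus 3 SD, cut at about 30% in these data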;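 also: inhibitors block probe labeling of enzyme so polarization drops; 0% = enzyme with DMSO and 100% = wells lacking PAFAH2 protein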
PAFAH1B3 FP inh: PAFAH1B3 enzyme inhibitors, primary screen, biochemical, fluorescence polarization, human | Platelet-activating factor acetylhydrolase IB subunit alpha1 (Homo sapiens), Q15102 | recombinant PAFAH1B3, FP-rhodamine probe | inhibition, % at 3.39 µM | 340,000 compounds, 0.28% hits;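 active = inhibition above the screen-wide average of all tested compounds plus 3 SD, cut at about 25% in these data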;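 also: 0% = enzyme with DMSO only and 100% = wells lacking PAFAH1B3 protein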
Target sequence (Q15102 whole entry, looked up): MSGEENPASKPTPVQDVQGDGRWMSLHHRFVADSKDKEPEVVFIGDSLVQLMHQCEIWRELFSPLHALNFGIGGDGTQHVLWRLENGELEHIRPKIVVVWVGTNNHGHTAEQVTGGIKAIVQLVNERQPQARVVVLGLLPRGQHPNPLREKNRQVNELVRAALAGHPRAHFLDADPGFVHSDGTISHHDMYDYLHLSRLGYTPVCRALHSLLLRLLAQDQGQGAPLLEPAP
GSTO1 inh: inhibitors of recombinant GSTO1, primary screen, counter-screen for RBBP9 inhibitor project, biochemical, fluorescence polarization; Glutathione S-transferase omega-1 (Homo sapiens), P78417; activity-based probe fluorescence polarization; inhibition, % at 5.96 µM; 300,000 compounds, 1.1% hits;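 active = inhibition above the campaign mean inhibition plus 3 SD, cut at about 35% in these data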;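 also: 0% = GSTO1-1 with DMSO and 100% = wells lacking GSTO1-1 enzyme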
Target sequence (P78417 whole entry, looked up): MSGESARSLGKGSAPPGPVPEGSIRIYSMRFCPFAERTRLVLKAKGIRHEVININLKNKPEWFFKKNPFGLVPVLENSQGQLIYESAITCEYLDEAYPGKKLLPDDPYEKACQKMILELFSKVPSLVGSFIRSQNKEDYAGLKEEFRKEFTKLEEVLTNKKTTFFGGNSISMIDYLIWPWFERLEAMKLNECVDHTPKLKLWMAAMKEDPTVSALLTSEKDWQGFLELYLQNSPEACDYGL
LYPLA1 counter: LYPLA1 inhibitors, primary screen, counter-screen for PME1 inhibitor project, biochemical, fluorescence polarization, FP-Rh probe ABPP | Acyl-protein thioesterase 1 (Homo sapiens), O75608 | recombinant LYPLA1 | inhibition, % at 5.9 µM | 320,000 compounds, 0.16% hits;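 active = inhibition above the mean of all tested compounds plus 3 SD, set per campaign, cut at about 14% in these data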;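 also: inhibitors block serine hydrolase probe labeling of LYPLA1 so polarization falls; 0% = enzyme with DMSO and 100% = wells lacking LYPLA1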
Target sequence (O75608 whole entry, looked up): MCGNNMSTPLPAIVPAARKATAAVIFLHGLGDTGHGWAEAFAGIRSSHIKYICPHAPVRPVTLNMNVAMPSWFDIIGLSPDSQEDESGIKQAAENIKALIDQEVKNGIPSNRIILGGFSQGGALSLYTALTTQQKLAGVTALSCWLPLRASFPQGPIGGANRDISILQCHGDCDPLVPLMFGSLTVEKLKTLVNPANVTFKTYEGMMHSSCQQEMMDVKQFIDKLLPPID
PAFAH1B2 FP inh: PAFAH1B2 enzyme inhibitors, primary screen, biochemical, fluorescence polarization, human. recombinant PAFAH1B2, FP-rhodamine activity probe. 340,000 compounds, 1.2% hits. inhibition, % at 3.39 µM;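 active = inhibition above the mean of all tested compounds plus 3 SD, cut at about 24% in these data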;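 also: 0% = enzyme with DMSO and 100% = wells lacking PAFAH1B2; many of its hits are not listed in these tables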
* marks the source's active call; other numbers are inactive results. Not all compounds are listed; the hit share may differ from the screen's.

COc1cccc(NC(=O)[C@@H](NC(=O)N2C[C@H]3C[C@@H](C2)c2cccc(=O)n2C3)C(C)C)c1 was read as PAD4 FP inh 0, PREPL inhibitor -3, LYPLA2 inh 0, pPAFAH inh 0, PAFAH2 inh 2, PAFAH1B3 FP inh 6, GSTO1 inh -2, LYPLA1 counter -4 and PAFAH1B2 FP inh 6.
`CCCCCn1cc(C(=O)C(=O)N2CCOCC2)c2ccccc21` gave PAD4 FP inh 4, PREPL inhibitor -2, LYPLA2 inh 2, pPAFAH inh -2, PAFAH2 inh 1, PAFAH1B3 FP inh 10, GSTO1 inh 5, LYPLA1 counter 0 and PAFAH1B2 FP inh 4.
For CCOC(=O)C1C(=O)NC23CCCC2C1c1ccccc1O3 (centres undefined) the results were PAD4 FP inh -1, PREPL inhibitor -16, LYPLA2 inh -1, pPAFAH inh 0, PAFAH2 inh -5, PAFAH1B3 FP inh -8, GSTO1 inh 3, LYPLA1 counter 1 and PAFAH1B2 FP inh 10.
`O=c1[nH]c(=S)n(C2CC2)c(O)c1/C=N/Nc1ccccc1` gave PAD4 FP inh -22, PREPL inhibitor -6, LYPLA2 inh -11, pPAFAH inh 8, PAFAH2 inh 10, PAFAH1B3 FP inh 7, GSTO1 inh 7, LYPLA1 counter -3 and PAFAH1B2 FP inh 10.
`O=S(=O)(c1ccc(Cl)cc1)N1CCCCC1c1cccnc1` (centres undefined) gave PAD4 FP inh 0, PREPL inhibitor -5, LYPLA2 inh -4, pPAFAH inh 6, PAFAH2 inh -4, PAFAH1B3 FP inh 1, GSTO1 inh 7, LYPLA1 counter -3 and PAFAH1B2 FP inh 4.
Screening COc1cc(C(c2c(C)[nH]n(-c3ccccc3)c2=O)c2c(C)[nH]n(-c3ccccc3)c2=O)cc(OC)c1OC returned PAD4 FP inh 69*, PREPL inhibitor 5, LYPLA2 inh 6, pPAFAH inh 1, PAFAH2 inh 11, PAFAH1B3 FP inh 11, GSTO1 inh 79*, LYPLA1 counter 3 and PAFAH1B2 FP inh 6.
O=C(O)C1CN2CCC1CC2 (centres undefined) was read as PAD4 FP inh 2, PREPL inhibitor 1, LYPLA2 inh 1, pPAFAH inh 2, PAFAH2 inh -2, PAFAH1B3 FP inh 4, GSTO1 inh 4, LYPLA1 counter -1 and PAFAH1B2 FP inh 7.
For CCN1CCN(c2ccc(NC(=O)C(C)C)cc2Cl)CC1 the results were PAD4 FP inh -3, PREPL inhibitor -2, LYPLA2 inh 4, pPAFAH inh 5, PAFAH2 inh 2, PAFAH1B3 FP inh 5, GSTO1 inh 3, LYPLA1 counter 3 and PAFAH1B2 FP inh -1.
Screening COC(=O)c1ccc(COc2cc(C)cc3oc(=O)c4c(c23)CCCC4)o1 returned PAD4 FP inh 2, PREPL inhibitor -1, LYPLA2 inh 13, pPAFAH inh -2, PAFAH2 inh 9, PAFAH1B3 FP inh 10, GSTO1 inh -3, LYPLA1 counter 4 and PAFAH1B2 FP inh 1.
`COC(=O)C1=C(c2cccc(OCc3ccccc3)c2)C[C@@H]2CC[C@H]1N2C(=O)NC1CCN(Cc2ccccc2)CC1` gave PAD4 FP inh -1, PREPL inhibitor 51*, LYPLA2 inh -2, pPAFAH inh 1, PAFAH2 inh 2, PAFAH1B3 FP inh 4, LYPLA1 counter 0 and PAFAH1B2 FP inh 7.
Screening N#CC1=C(N)Oc2c(c(=O)oc3ccccc23)C1c1ccc([N+](=O)[O-])o1 (centres undefined) returned PAD4 FP inh 0, PREPL inhibitor 7, LYPLA2 inh 1, pPAFAH inh 9, PAFAH2 inh 25, PAFAH1B3 FP inh 17, GSTO1 inh 35, LYPLA1 counter 0 and PAFAH1B2 FP inh 17.
`O=C(c1ccc2c(c1)OCO2)C1CCCN(CC2CCCCC2)C1` (centres undefined) gave PAD4 FP inh -3, PREPL inhibitor 4, LYPLA2 inh 6, pPAFAH inh 0, PAFAH2 inh 1, PAFAH1B3 FP inh 10, GSTO1 inh 6, LYPLA1 counter -3 and PAFAH1B2 FP inh 1.
For CCCCc1nc2ccccc2c(=O)n1-c1ccccc1[N+](=O)[O-] the results were PAD4 FP inh -2, PREPL inhibitor -1, LYPLA2 inh 4, pPAFAH inh 0, PAFAH2 inh -1, PAFAH1B3 FP inh 2, GSTO1 inh 1, LYPLA1 counter 3 and PAFAH1B2 FP inh -1.
For Cc1cc(NCCN)nc2ccccc12 the results were PAD4 FP inh 1, PREPL inhibitor 11, LYPLA2 inh -3, pPAFAH inh 2, PAFAH2 inh 7, PAFAH1B3 FP inh -1, GSTO1 inh -7, LYPLA1 counter 0 and PAFAH1B2 FP inh -1.
Screening COc1ccccc1N=Cc1c(O)n(C)c(=O)n(C)c1=O returned PAD4 FP inh 2, PREPL inhibitor -1, LYPLA2 inh 2, pPAFAH inh 0, PAFAH2 inh 4, PAFAH1B3 FP inh 12, GSTO1 inh -6, LYPLA1 counter -2 and PAFAH1B2 FP inh 2.
CN1CCN(c2ccc(F)cc2N)CC1 was read as PAD4 FP inh 5, PREPL inhibitor 21, LYPLA2 inh 5, pPAFAH inh -2, PAFAH2 inh 1, PAFAH1B3 FP inh 9, GSTO1 inh 17, LYPLA1 counter -1 and PAFAH1B2 FP inh -2.
For CCCCC(=O)N/N=C/c1c(O)n(-c2ccccc2)c(=O)[nH]c1=O the results were PAD4 FP inh -1, PREPL inhibitor -8, LYPLA2 inh -1, pPAFAH inh -3, PAFAH2 inh 0, PAFAH1B3 FP inh 1, GSTO1 inh 5, LYPLA1 counter -1 and PAFAH1B2 FP inh 2.
Screening C[C@]12C=CC(=O)C=C1CC[C@@H]1C2CC[C@]2(C)OC(=O)CCC12 (some centres undefined) returned PAD4 FP inh -2, PREPL inhibitor -2, LYPLA2 inh 17, pPAFAH inh 2, PAFAH2 inh 0, PAFAH1B3 FP inh 12, GSTO1 inh 6, LYPLA1 counter 4 and PAFAH1B2 FP inh 7.
CC1=CC(=O)OC2CC3OC4C[C@@H](C)C5OC6CC7O[C@]8(C)C/C=C\C9OC%10CC%11OC(CC(C)CO)CC(O)[C@]%11(C)OC%10CC9OC8C[C@]7(C)O[C@]6(C)CCC5OC4C[C@]3(C)OC12 (some centres undefined) was read as PAD4 FP inh -1, PREPL inhibitor 0, LYPLA2 inh 0, pPAFAH inh 1, PAFAH2 inh 5, PAFAH1B3 FP inh 11, GSTO1 inh -2, LYPLA1 counter 4 and PAFAH1B2 FP inh 1.
COc1ccc(CN2C(=O)CC(=O)NC2=O)cc1 was read as PAD4 FP inh -8, PREPL inhibitor 4, LYPLA2 inh 4, pPAFAH inh -2, PAFAH2 inh -4, PAFAH1B3 FP inh 1, GSTO1 inh 27, LYPLA1 counter 1 and PAFAH1B2 FP inh 5.
CCOC(=O)c1nc2ccccc2c(=O)n1-c1ccc(C)cc1 was read as PAD4 FP inh 4, PREPL inhibitor 4, LYPLA2 inh 0, pPAFAH inh 5, PAFAH2 inh -3, PAFAH1B3 FP inh 1, GSTO1 inh 8, LYPLA1 counter 1 and PAFAH1B2 FP inh -2.
`CCOc1ccc(-n2c(O)c(C=NCCCn3ccnc3)c(=O)[nH]c2=O)cc1` gave PAD4 FP inh -7, PREPL inhibitor -4, LYPLA2 inh 2, pPAFAH inh 2, PAFAH2 inh 4, PAFAH1B3 FP inh -1, GSTO1 inh 2, LYPLA1 counter -2 and PAFAH1B2 FP inh 5.
Screening Fc1ccc(C2=CCN(C(c3cccs3)c3nnnn3CCc3ccccc3)CC2)cc1 (centres undefined) returned PAD4 FP inh -1, PREPL inhibitor -118, LYPLA2 inh -7, pPAFAH inh 8, PAFAH2 inh -5, PAFAH1B3 FP inh 7, GSTO1 inh 0, LYPLA1 counter -2 and PAFAH1B2 FP inh 3.
For COc1ccc(Cl)cc1N=Cc1c(O)n(C)c(=O)n(C)c1=O the results were PAD4 FP inh -1, PREPL inhibitor -5, LYPLA2 inh -3, pPAFAH inh -2, PAFAH2 inh 5, PAFAH1B3 FP inh 8, GSTO1 inh -6, LYPLA1 counter -4 and PAFAH1B2 FP inh 1.
`O=C(NCc1cccnc1)Nc1ccc([N+](=O)[O-])cc1` gave PAD4 FP inh 1, PREPL inhibitor 6, LYPLA2 inh -13, pPAFAH inh 0, PAFAH2 inh -10, PAFAH1B3 FP inh 15, GSTO1 inh -3, LYPLA1 counter -6 and PAFAH1B2 FP inh 7.
Screening COc1ccc(C(=O)C2CCCN(C3CSCCSC3)C2)cc1OC (centres undefined) returned PAD4 FP inh 2, PREPL inhibitor 0, LYPLA2 inh -1, pPAFAH inh 9, PAFAH2 inh -2, PAFAH1B3 FP inh 1, GSTO1 inh 7, LYPLA1 counter -3 and PAFAH1B2 FP inh -1.
CCOP(=O)(OCC)C(O)c1ccc2c(c1)OCO2 (centres undefined) was read as PAD4 FP inh -1, PREPL inhibitor 3, LYPLA2 inh 0, pPAFAH inh -1, PAFAH2 inh -1, PAFAH1B3 FP inh 4, GSTO1 inh -2, LYPLA1 counter 2 and PAFAH1B2 FP inh 7.
For Cc1cc(O)c2c3c(c(=O)oc2c1)CCC(C)C3 (centres undefined) the results were PAD4 FP inh 1, PREPL inhibitor -1, LYPLA2 inh -5, pPAFAH inh -1, PAFAH2 inh 3, PAFAH1B3 FP inh 8, GSTO1 inh -2, LYPLA1 counter 0 and PAFAH1B2 FP inh 1.
CC12CN3CCN(C1)CC(C)(C3)C2=NN was read as PAD4 FP inh -2, PREPL inhibitor -1, LYPLA2 inh 1, pPAFAH inh -6, PAFAH2 inh 6, PAFAH1B3 FP inh -4, GSTO1 inh 6, LYPLA1 counter 2 and PAFAH1B2 FP inh 3.
COc1ccccc1OP(=O)(Nc1ccc(Br)cc1)Oc1ccccc1OC was read as PAD4 FP inh 2, PREPL inhibitor -2, LYPLA2 inh -1, pPAFAH inh 4, PAFAH2 inh 4, PAFAH1B3 FP inh 7, GSTO1 inh 0, LYPLA1 counter -4 and PAFAH1B2 FP inh -5.
CC(=O)OC1C2CCC1C(N1CCCCC1)CC2 (centres undefined) was read as PAD4 FP inh -7, PREPL inhibitor -3, LYPLA2 inh 8, pPAFAH inh 3, PAFAH2 inh 0, PAFAH1B3 FP inh 5, GSTO1 inh 2, LYPLA1 counter 0 and PAFAH1B2 FP inh 2.
For CCOP(=S)(OCC)SCCSCC the results were PAD4 FP inh 1, PREPL inhibitor 2, LYPLA2 inh -8, pPAFAH inh 4, PAFAH2 inh -4, PAFAH1B3 FP inh 7, LYPLA1 counter -2 and PAFAH1B2 FP inh 6.
For O=C(Nc1ccccc1)N1CCC2(CC1)OCCO2 the results were PAD4 FP inh -3, PREPL inhibitor 1, LYPLA2 inh 3, pPAFAH inh -3, PAFAH2 inh 1, PAFAH1B3 FP inh -9, GSTO1 inh 5, LYPLA1 counter -3 and PAFAH1B2 FP inh 5.
Screening COc1ccc(-n2c(CNCCc3ccc(C)cc3)nc3ccccc3c2=O)cc1 returned PAD4 FP inh 1, PREPL inhibitor -5, LYPLA2 inh -1, pPAFAH inh 2, PAFAH2 inh 4, PAFAH1B3 FP inh 2, GSTO1 inh 3, LYPLA1 counter -3 and PAFAH1B2 FP inh 5.

High-throughput results from PubChem.
